EBI2 block: blocks human EBI2 receptor beta-arrestin signaling | inhibition, % at 5 µM | hit rate 0.81% among 360,000 | AID 651636 | EBI2 beta-arrestin recruitment, luminescence, 7a,25-OHC stimulated | P32249; in the data active = inhibition above about 38%;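 note: enzyme fragment complementation signal reports receptor beta-arrestin coupling in cells; 0% = agonist plus DMSO wells and 100% = wells without agonist; some results beyond the cut were filed as inactive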
UPR XBP1 act: activators of adaptive arm of unfolded protein response (XBP1). CHO-XBP1 luciferase reporter, IRE1-XBP1 UPR activation, luminescence; percent of tunicamycin response, DMSO as zero. activation, % at 20 µM. hit rate 0.33% among 330,000. AID 463104;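 active = versus positive control, 20 µM dose yields 30% or more activation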;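 note: 100% = tunicamycin at 10 µg/mL and 0% = DMSO only wells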
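Material: CHO cell line with stable XBP1 luciferase reporter; buffer or medium: F12 medium containing 10% fetal bovine serum; compound: single point, 20 µM final compound, 1% DMSO; incubation: 6 h treatment, 37 °C; measured by: glow luminescence from Steady-Glo reagent; evaluation: activation, % of tunicamycin; control set: tunicamycin high, DMSO low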
Mdm2-MdmX inh: inhibitors of human Mdm2/MdmX interaction; inhibition, % at 8 µM; SaOS-2 split-luciferase Mdm2/MdmX complementation, luminescence; AID 485346; O15151+Q00987; hit rate 3% among 330,000;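 active = inhibition of at least 50% at 8 µM in the primary screen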
Gli-Sufu block: blocks Gli-Sufu signaling in a luciferase reporter; Sufu-KO-LIGHT fibroblasts, Gli luciferase reporter luminescence; inhibition, % at 5 µM; hit rate 0.74% among 340,000;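 active = inhibition above about 55%, limit read from the data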;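 note: 0% = DMSO-treated cells and 100% = wells with medium but no cells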
UPR CHOP act: activators of apoptotic arm of unfolded protein response (CHOP); CHO-CHOP luciferase reporter, UPR activation, luminescence; percent of tunicamycin response over DMSO baseline; activation, % at 10 µM; hit rate 0.34% among 330,000;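 active = at 10 µM dose, activation of 40% or more, normalized to positive control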;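 note: 100% = tunicamycin at 10 µg/mL and 0% = DMSO alone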
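Assay system: CHO cells with stable CHOP pathway luciferase reporter; Buffer or medium: F12 plus 10% serum; Times: 16-18 h cell attachment, then 6 h compound exposure, 37 °C; Signal: luciferase luminescence; Read-out basis: percent activation relative to tunicamycin control; Control set: tunicamycin high control, DMSO low control.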
CCR6 antag: blocks CCL20-driven beta-arrestin recruitment at human CCR6 | P51684 | CHO-K1 CCR6 PathHunter beta-arrestin, luminescence, CCL20-stimulated | inhibition, % at 20 µM | hit rate 0.49% among 340,000 | AID 493098;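 active = compounds whose inhibition of the agonist-driven luminescence signal at 20 µM reaches about 50%, limit read from the data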;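 note: cells stimulated with CCL20 at 14 nM final; plate controls were DMSO with CCL20 for no effect and DMSO without agonist for full effect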
Target sequence (P51684 whole entry, looked up): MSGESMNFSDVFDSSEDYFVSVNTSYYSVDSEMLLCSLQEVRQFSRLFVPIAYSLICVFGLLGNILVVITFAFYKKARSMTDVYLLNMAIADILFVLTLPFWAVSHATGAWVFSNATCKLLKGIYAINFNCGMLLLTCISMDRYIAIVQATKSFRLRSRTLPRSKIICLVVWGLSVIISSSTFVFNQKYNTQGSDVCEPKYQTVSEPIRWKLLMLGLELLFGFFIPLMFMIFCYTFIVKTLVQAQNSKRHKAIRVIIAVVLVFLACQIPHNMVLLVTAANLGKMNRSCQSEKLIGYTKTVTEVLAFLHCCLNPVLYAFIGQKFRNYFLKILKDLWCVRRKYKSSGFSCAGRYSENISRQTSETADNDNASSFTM
CXCR6 block: blocks human CXCR6 beta-arrestin recruitment | hit rate 0.36% among 360,000 | CHO-K1 PathHunter CXCR6 beta-arrestin, luminescence | inhibition, % at 20 µM | AID 602244 | O00574; in the data active = inhibition above about 34%, passing the limit was not always enough;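 note: antagonist mode with CXCL16 agonist at 10 nM final; 0% = 10 nM CXCL16 with DMSO and 100% = unstimulated wells without agonist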
Target sequence (O00574 whole entry, looked up): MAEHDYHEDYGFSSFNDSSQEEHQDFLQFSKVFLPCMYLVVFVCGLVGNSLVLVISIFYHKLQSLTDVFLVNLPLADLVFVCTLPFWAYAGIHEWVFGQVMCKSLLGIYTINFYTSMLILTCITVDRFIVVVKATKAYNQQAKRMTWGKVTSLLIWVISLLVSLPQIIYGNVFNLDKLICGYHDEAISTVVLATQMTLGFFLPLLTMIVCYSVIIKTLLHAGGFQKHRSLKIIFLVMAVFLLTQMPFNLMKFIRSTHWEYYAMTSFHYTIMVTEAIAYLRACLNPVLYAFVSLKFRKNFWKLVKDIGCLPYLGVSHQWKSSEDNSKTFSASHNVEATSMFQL
Jurkat NFkB inh: inhibitors of the PMA/ionomycin-induced NF-kB reporter in Jurkat cells. PMA/ionomycin-induced NF-kB luciferase reporter, luminescence. inhibition, % at 4 µM. hit rate 0.53% among 330,000; in the data active = inhibition above about 50%
697 NFkB inh: inhibitors of the PMA/ionomycin-induced NF-kB reporter in 697 B cells; 697 B-cell NF-kB luciferase reporter, 16 h; hit rate 0.33% among 330,000; AID 435022; inhibition, % at 4 µM; in the data active = inhibition above about 35%
Active calls of the source: *; / = not tested or not shown.

SMILES	EBI2 block	UPR XBP1 act	Mdm2-MdmX inh	Gli-Sufu block	UPR CHOP act	CCR6 antag	CXCR6 block	Jurkat NFkB inh	697 NFkB inh
CCOC(=O)c1c(N)sc(C(=O)Nc2ccccc2F)c1C	-4	-1	-170	-119	2.1	-14	6	-186	-175
Cc1ccccc1Cn1nc(C)c(NC(=O)c2cc(-c3cccs3)on2)c1C	14	-2	29	12	-0.3	7	0	3	6
CCOc1ccc(C(C)=O)cc1Cn1nc(C(=O)O)c2ccccc2c1=O	-3	3	15	0	2.5	24	1	4	35*
CC(=O)N(Cc1cc2ccccc2[nH]c1=O)c1ccc(C)cc1	-10	-4	9	3	1.8	8	13	-2	-10
Cc1cc(C)cc(N2C(=O)CC(n3ccnc3)C2=O)c1 (stereo unspecified)	-6	-2	-7	-3	-1.0	-9	-1	-5	9
CN(C)c1cc(-c2ccc(Cl)cc2)oc(=O)c1Cl	2	5	-16	-5	-0.3	17	0	-17	-13
CCN(CC(=O)Nc1c(F)cccc1F)C(=O)Cn1[nH]c(=O)c2ccccc2c1=O	-5	-1	26	-7	2.2	5	-4	-1	12
CCOc1ccc(-c2nc(CN(Cc3ccccc3)C[C@@H]3CCC(=O)N3)c(C)o2)cc1	16	1	-3	0	1.7	22	7	-13	-38
Cc1nn(C(C)C(=O)NCc2ccco2)c(C)c1[N+](=O)[O-] (stereo unspecified)	-14	1	7	6	0.0	0	2	8	18
COc1cc(-c2cc(C(=O)NCCc3ccc(S(N)(=O)=O)cc3)c3ccccc3n2)cc(OC)c1OC	-2	-1	22	-12	-0.1	19	1	6	34
O=C1NC[C@@H](Cc2cccc3ccccc23)N(CCc2cc(C(F)(F)F)cc(C(F)(F)F)c2)C1=O	-11	-1	10	-5	-2.7	7	-5	9	14
Cc1ccc(NC(=O)c2c(-c3ccccc3Cl)noc2C)nc1	3	-4	-2	1	0.1	6	3	-9	7
Cc1ccc(C(=O)O)c(C(=O)Nc2nc3ccccc3s2)c1	4	0	3	1	0.7	9	13	-3	0
CCSc1ncnc2c1oc1ccccc12	11	2	15	15	0.7	-4	4	-4	-2
C[C@@H]1CN([C@@H](C)CO)C(=O)c2cc(NS(=O)(=O)c3ccc(Cl)cc3)ccc2O[C@H]1CN(C)Cc1ccncc1	-12	-3	-8	9	-0.9	7	-3	5	-5
CCCC(=O)n1nc(-c2cccnc2)nc1NCc1ccc(OC)cc1	-4	/	/	-6	/	5	4	/	/
Cn1c(CC(=O)Nc2ccccc2)nnc1SCCOc1ccccc1	2	1	4	0	3.5	-14	6	-23	2
COc1ccc(-n2c(-c3ccco3)nc3c(cnn3-c3ccc(C)cc3)c2=O)cc1	43*	1	7	6	-0.3	4	7	-12	-10
c1ccc(CN2CCC(=NNc3nc4ccccc4[nH]3)CC2)cc1	1	-1	-1	6	2.0	2	2	-15	-1
CCCCc1nnc2c(N(C)S(=O)(=O)c3ccccc3)nc3ccccc3n12	-1	-1	20	7	-1.1	9	0	-8	-3
O=C(NC1CCCC1)c1cccc(Cl)c1	8	-1	-6	-7	1.8	2	-4	-19	4
COc1ccc(/C(N)=N/O)cc1O	-3	-3	-1	-2	-1.0	-3	2	-16	-8
Cc1ccc(CSc2ncnc3onc(C)c23)cc1	-5	-1	12	5	-0.9	3	-4	-1	1
CC(=O)N1CCN(C(=O)c2cc(S(=O)(=O)N3CCCCC3)ccc2Cl)CC1	4	0	-3	-3	2.6	-1	2	5	20
N#Cc1c(-c2ccccc2F)cc(C2CC2)nc1SCC(=O)c1cccs1	13	-1	-20	-12	1.9	20	6	-2	-30

Entries of single compounds, looked up by structure. Order of values: EBI2 block, UPR XBP1 act, Mdm2-MdmX inh, Gli-Sufu block, UPR CHOP act, CCR6 antag, CXCR6 block, Jurkat NFkB inh, 697 NFkB inh
Listed for `CCN(CC(=O)Nc1c(F)cccc1F)C(=O)Cn1[nH]c(=O)c2ccccc2c1=O` = -5, -1, 26, -7, 2.2, 5, -4, -1, 12
Listed for `Cc1cc(C)cc(N2C(=O)CC(n3ccnc3)C2=O)c1` (stereo unspecified) = -6, -2, -7, -3, -1.0, -9, -1, -5, 9
Listed for `Cc1nn(C(C)C(=O)NCc2ccco2)c(C)c1[N+](=O)[O-]` (stereo unspecified) = -14, 1, 7, 6, 0.0, 0, 2, 8, 18

(continued)
SMILES	EBI2 block	UPR XBP1 act	Mdm2-MdmX inh	Gli-Sufu block	UPR CHOP act	CCR6 antag	CXCR6 block	Jurkat NFkB inh	697 NFkB inh
O=C(CN1C(=O)C2CCCCC2C1=O)Nc1cccc([N+](=O)[O-])c1 (stereo unspecified)	-13	-1	1	-19	-1.6	8	11	7	-5
Cc1ccc(C(=O)N2CC(=O)Nc3ccccc32)o1	-4	0	15	-2	-0.8	9	3	10	-6
CN(CC(=O)NCCc1ccccc1)S(=O)(=O)c1cnc[nH]1	-2	2	5	-3	5.7	10	2	3	-25
Cc1cc(C)n(-c2nnc(C)n2/N=C/c2ccccc2O)n1	-12	2	-2	-6	1.3	-9	5	5	0
CCOC(=O)Cn1c(CN2CCc3ccccc3C2)nc2c1c(=O)n(C)c(=O)n2C	-3	-1	18	1	1.7	13	7	5	-3
OCCN1CCN(c2ncnc3sc4c(c23)CCCC4)CC1	-10	-5	18	15	-1.4	9	-2	-7	-18
CCO[C@H]1OC(C(=O)NCc2nc3ccccc3[nH]2)=C[C@@H](c2ccc(Br)cc2)[C@@H]1CCCO	5	1	12	12	1.5	10	4	19	9
O=C(COC(=O)C1CCC(=O)N1)Nc1ccccc1Br (stereo unspecified)	-5	-3	7	-14	0.8	14	-12	7	-10
COc1ccc(-c2nnc(N)s2)cc1OC	4	/	/	-8	/	5	-6	/	/
Cc1cc(C)c(S(=O)(=O)N(C)CC(=O)NCCCn2ccnc2)c(C)c1	-4	2	8	-13	2.3	6	0	12	7
Nc1ccc(S(=O)(=O)NN=CC=Cc2ccccc2[N+](=O)[O-])cc1	-6	/	/	3	/	16	22	/	/
Cc1ccc(COn2nnc3ccc(S(=O)(=O)N4CCOCC4)cc32)cc1	37	0	8	8	0.6	4	1	0	-12
CC(C)(C)NS(=O)(=O)c1ccc(NS(C)(=O)=O)cc1	-4	0	-4	1	0.4	-6	3	-2	18
Cn1c(=O)c2c(nc(OC3CCCC3)n2C)n(C)c1=O	0	/	/	5	/	10	5	/	/
Brc1ccc(OCc2cn3ccccc3n2)cc1	-7	-1	-153	-96	1.7	22	6	-106	-115
CCCCOc1ccc(-c2nnn(CC(=O)NCCc3c[nH]c4ccccc34)n2)cc1	13	-1	1	-32	-2.4	-4	-3	-13	1
CC(=O)c1cccc(NC(=O)/C(=C\c2cccnc2)NC(=O)c2ccc(C)cc2)c1	-15	0	28	3	3.0	2	15	9	10
CCOc1ccccc1N1CCN(C(=O)Nc2cccc(Cl)c2)CC1	14	-4	5	9	-1.9	-2	-11	-17	-28
O=C(c1cc([N+](=O)[O-])ccc1N1CCCCC1)N1CCCCC1	1	0	-23	2	-1.7	14	7	9	17
O=C(CCc1nnc(CCCCc2ccccc2)o1)NCc1cc(F)ccc1F	2	-5	21	3	-1.0	13	4	-7	-10
CC(=O)Nc1cc[n+](C(C)C(=O)c2ccc(Cl)cc2)cc1 (stereo unspecified)	1	0	-1	-21	-1.1	-2	-5	13	-35
COc1cc(C(=O)N2CCN(c3cccc(C)c3C)CC2)cc(OC)c1OC	-1	14	35	49	0.1	-2	4	63*	-42
Cc1ccc(S(=O)(=O)N2C(=O)CCC2C(=O)Nc2ccc3c(c2)OCCO3)cc1 (stereo unspecified)	-7	-3	-2	5	2.2	8	-7	-4	10
O=C(CNC(=O)c1ccccc1)Nc1ccsc1C(=O)O	-9	-3	-29	-4	3.1	-3	3	11	14
CCOC(=O)c1sc2nc(CSc3ccccc3)nc(N3CCC(C(N)=O)CC3)c2c1C	41	-3	30	-8	1.2	14	9	11	11

Shown as a hit in 697 NFkB inh, among the entries above:
molecule | EBI2 block | UPR XBP1 act | Mdm2-MdmX inh | CCR6 antag | CXCR6 block | Jurkat NFkB inh | 697 NFkB inh
CCOc1ccc(C(C)=O)cc1Cn1nc(C(=O)O)c2ccccc2c1=O | -3 | 3 | 15 | 24 | 1 | 4 | 35*

Grouped by structure: the entries above with bromine
SMILES	EBI2 block	UPR XBP1 act	Mdm2-MdmX inh	Gli-Sufu block	UPR CHOP act	CCR6 antag	CXCR6 block	Jurkat NFkB inh	697 NFkB inh
CCO[C@H]1OC(C(=O)NCc2nc3ccccc3[nH]2)=C[C@@H](c2ccc(Br)cc2)[C@@H]1CCCO	5	1	12	12	1.5	10	4	19	9
O=C(COC(=O)C1CCC(=O)N1)Nc1ccccc1Br (stereo unspecified)	-5	-3	7	-14	0.8	14	-12	7	-10
Brc1ccc(OCc2cn3ccccc3n2)cc1	-7	-1	-153	-96	1.7	22	6	-106	-115

The list continues:
SMILES	EBI2 block	UPR XBP1 act	Mdm2-MdmX inh	Gli-Sufu block	UPR CHOP act	CCR6 antag	CXCR6 block	Jurkat NFkB inh	697 NFkB inh
Cc1ccc(S(=O)(=O)N2CCCOC2CNC(=O)C(=O)NCc2cccs2)cc1 (stereo unspecified)	0	0	18	-7	-3.3	2	6	-9	-7
CC(C)CNC(=S)N(CCN(C)C)Cc1cc2cc3c(cc2[nH]c1=O)OCO3	-1	1	-9	/	0.7	5	-2	5	6
COc1ccc(S(=O)(=O)N2c3ccc(F)cc3CCC2C)cc1 (stereo unspecified)	0	22	59*	50	-0.8	8	10	40	7
O=C(NCCCCNC(=O)c1cccnc1Cl)c1cccnc1Cl	1	-2	-5	-8	1.7	6	-13	10	8
Cc1cc(C)n(CCC(=O)N2CCN(S(=O)(=O)c3ccc(C)c(C)c3)CC2)n1	35	3	15	28	1.5	11	1	3	10
Cc1ccc2cc(CN(Cc3ccc(F)cc3)Cc3nnnn3C3CCCC3)c(=O)[nH]c2c1	-2	-3	7	5	-1.0	2	0	-2	17

Screening results as filed in PubChem.
